Screening results from PubChem BioAssay.
TRHR PAM = allosteric enhancers of human TRH receptor; P34981; TRHR cells, fluo-8 calcium fluorescence, EC20 TRH enhancement; enhancement, % at 2 µM; 360,000 tested, 0.66% active; AID 493056; in the data active = enhancement above about 30%; also: 0% is about no effect
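TRHR-expressing cells loaded with fluo-8 calcium dye were read kinetically (ex 480/em 530) during compound addition, then stimulated with an EC20 of TRH (10 nM final). Enhancement of the Gq-mediated intracellular calcium response was scored.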
IDH1 R132H inh = blocks human mutant IDH1 R132H enzyme; O75874; IDH1-R132H enzyme, NADPH consumption, diaphorase/resazurin fluorescence; Potency, µM (doses to about 76.6 µM), for inactives: top-dose activity change, negative = inhibition, hits mostly inhibitors; 390,000 tested, 0.093% active; AID 602179; also: potency is read from the fitted curve at half-maximal effect; % is scaled to controls: 0 for no effect and ±100 for the full control effect; nearly all actives have a fitted effect of over 65% in size
Target sequence (O75874 whole entry R132H, stated change not applied): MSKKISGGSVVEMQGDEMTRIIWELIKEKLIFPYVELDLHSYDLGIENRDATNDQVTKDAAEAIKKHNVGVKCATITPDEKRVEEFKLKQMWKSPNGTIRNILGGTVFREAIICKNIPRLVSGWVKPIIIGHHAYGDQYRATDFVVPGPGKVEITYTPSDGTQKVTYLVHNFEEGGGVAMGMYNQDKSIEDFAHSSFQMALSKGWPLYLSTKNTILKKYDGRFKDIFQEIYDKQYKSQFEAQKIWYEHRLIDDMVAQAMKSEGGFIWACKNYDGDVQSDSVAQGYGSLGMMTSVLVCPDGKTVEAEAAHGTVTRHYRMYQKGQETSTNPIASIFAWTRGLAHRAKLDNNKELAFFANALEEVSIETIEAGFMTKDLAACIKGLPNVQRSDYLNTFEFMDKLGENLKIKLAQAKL
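IDH1-R132H (0.5 ug/mL) preincubated 30 min with compound, then NADPH (0.016 mM) and alpha-KG (2 mM) added; 80 min at RT, pH 7.5. Remaining NADPH coupled via diaphorase/resazurin to fluorescence (540/590 nm); concentration-response curves normalized to no-enzyme control.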
USP1-UAF1 inh = USP1/UAF1 (human) deubiquitinase inhibition | recombinant USP1/UAF1, Ub-Rhodamine cleavage fluorescence | Potency, µM (titrated, usually from 57.1 µM), without a hit: top-dose activity change, negative = inhibition, hits mostly inhibitors | 390,000 tested, 0.23% active; also: potency is read from the fitted curve at half-maximal effect; % is scaled to controls: 0 for no effect and ±100 for the full control effect; nearly all actives have a fitted effect of over 60% in size; inactives centre near -12
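High-throughput fluorogenic screen: 1nM USP1/UAF1 complex, Ub-Rho substrate 150nM final, 50mM HEPES pH 7.8 with 0.5mM EDTA, 0.1 mg/ml BSA, 1mM TCEP and 0.01% Tween-20.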
D2 ag = D2 dopamine receptor (human) agonism; P14416; HEK293 T-REx D2 cells, calcium flux agonist mode; activation, % at 2 µM; 340,000 tested, 0.53% active; AID 485358;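 active = activation over 3 SD above normal in the single-dose calcium agonist read, cut at about 30% in these data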; also: 0% is about no effect
Target sequence (P14416 whole entry, looked up): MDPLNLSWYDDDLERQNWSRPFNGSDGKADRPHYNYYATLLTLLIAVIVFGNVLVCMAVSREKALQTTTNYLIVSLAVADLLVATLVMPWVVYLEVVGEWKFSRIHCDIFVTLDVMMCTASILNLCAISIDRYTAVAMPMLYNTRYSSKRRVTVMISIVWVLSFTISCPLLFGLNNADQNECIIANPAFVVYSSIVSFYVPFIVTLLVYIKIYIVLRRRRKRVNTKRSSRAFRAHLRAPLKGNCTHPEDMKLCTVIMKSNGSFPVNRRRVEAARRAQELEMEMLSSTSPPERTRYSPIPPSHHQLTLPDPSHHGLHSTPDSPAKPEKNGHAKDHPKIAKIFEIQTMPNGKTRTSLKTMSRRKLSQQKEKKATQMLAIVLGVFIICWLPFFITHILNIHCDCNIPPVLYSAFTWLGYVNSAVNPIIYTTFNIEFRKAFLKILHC
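Calcium-flux readout, 1 cycle/sec over 180 s following compound pin transfer, in inducible HEK293 Trex D2 cells (force-coupled); dopamine controls included. Positive calcium responses during this window marked compounds as potential agonists.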
Pin1 inh = human Pin1 inhibition; Q13526; Pin1 FP peptide displacement, HiFluor488, 10 min; Potency, µM (titrated, usually from 115 µM), inactives show at the highest dose activity, negative = inhibition, actives largely listed as inhibitors; 390,000 tested, 0.009% active; AID 504891; active = well fitted inhibition curve with a large enough effect in the polarisation, with a control signal flat, not every such curve was filed as active; inconclusive = small, poorly fitted or top-dose-only effect, or effect the other way, or a change in a side signal; inactive = no such curve, though single readings can be large or run the other way; the % refers to the polarisation; also: potency is read from the fitted curve at half-maximal effect; % is scaled to controls: 0 for no effect and ±100 for the full control effect
Target sequence (Q13526 whole entry, looked up): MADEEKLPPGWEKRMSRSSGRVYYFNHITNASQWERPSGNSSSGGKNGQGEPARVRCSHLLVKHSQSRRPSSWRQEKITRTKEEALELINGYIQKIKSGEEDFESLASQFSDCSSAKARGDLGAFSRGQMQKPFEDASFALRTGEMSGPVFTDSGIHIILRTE
TRHR agonist = agonists of human TRH receptor. P34981. TRHR cells, calcium flux fluo-8, FDSS agonist mode. activation, % at 2 µM. 360,000 tested, 0.18% active; in the data active = activation above about 30%; also: 0% is about no effect
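Agonist-mode FDSS calcium read (Ex 480/Em 530, 1 s cycles) in 1536-well TRHR cells with fluo-8 dye, after 10-cycle baseline and 23 nL compound addition; TRH at EC20 (10 nM final) added afterwards for the enhancer phase.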
TrxR1 inh = inhibitors of rat thioredoxin reductase 1. O89049. Potency, µM (doses to about 114 µM), for inactives: at the top dose activity change, negative = inhibition, most hits filed as inhibitors. recombinant rTrxR1, NADPH fluorescence consumption, selenite substrate. 390,000 tested, 1% active; also: potency is read from the fitted curve at half-maximal effect; % is scaled to controls: 0 for no effect and ±100 for the full control effect; nearly all actives have a fitted effect of over 65% in size
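Rat TrxR1 (90 nM in the dispensed reagent) was pre-reduced with 400 uM NADPH for 5 min at room temperature, then incubated with compound for 15 min. After 400 uM selenite was added, NADPH fluorescence (Ex 340/Em 450 nm) was followed for 8 min.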
D2 antag = antagonists of human D2 dopamine receptor. P14416. HEK293 TREx D2 cells, calcium flux, dopamine EC80. inhibition, % at 10 µM. 340,000 tested, 2% active; in the data active = inhibition above about 30%; also: 0% is about no effect
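Tetracycline-induced HEK293 T-REx cells expressing D2 force-coupled to calcium signalling were dye-loaded, exposed to compound for 180 s, then challenged with an EC80 of dopamine; calcium flux was followed kinetically for a further 180 s.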
TrxR1 substrate = rat thioredoxin reductase 1 substrate activity. O89049. purified TrxR1 substrate turnover, NADPH consumption readout. Potency, µM (highest dose often 114 µM), for the others: top-dose activity change, negative = substrate turnover. 390,000 tested, 0.01% active. AID 588456; also: potency is read from the fitted curve at half-maximal effect; % is scaled to controls: 0 for no effect and ±100 for the full control effect; nearly all actives have a fitted effect of over 50% in size
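Rat TrxR1, dispensed at 90 nM, was prereduced with 400 uM NADPH (final) for 5 min at ~22 deg C, then incubated with compound 15 min before 400 uM selenite. A first-read NADPH fluorescence drop versus no-compound background flagged substrates.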
Numbers without * were called inactive; ? = inconclusive; nt = not tested or not shown; & = joins results of further samples; [ ] = remark or other dose. Unless noted, calls follow the shape of the dose curve; as a rule, active = well fitted inhibition curve with a large enough effect; inconclusive = small, poorly fitted or top-dose-only effect; inactive = no such curve, though single readings can be large or run the other way. Only part of the results is shown; the hit share may differ from the screen's.

The opening 4 records as a preview:
SMILES,TRHR PAM,IDH1 R132H inh,USP1-UAF1 inh,D2 ag,Pin1 inh,TRHR agonist,TrxR1 inh,D2 antag,TrxR1 substrate
CCCCn1c(/C=N/Nc2nc3ccccc3[nH]2)nc2ccccc21,4,0%,-27%,0.3,?,0.1,-9%,-4,-11%
O=C(CNC(=O)OCc1ccccc1)NC1CCCCCC1,-2,7%,-22%,1.5,-1%,-0.3,9%[57.1 µM],-19,3%[57.1 µM]
Cc1ccnc(NC(=O)c2oc3ccccc3c2C)c1,-3,19%,-6%,0.3,-4%,1.3,3%,-13,-6%[57.1 µM]
Cc1ccc(C(C)(C)C)c(OCC(=O)NCCc2nc3ccccc3[nH]2)c1,-8,nt,-4%,-1.0,3%,-0.9,11%,nt,-1%

Results, from the start:
SMILES,TRHR PAM,IDH1 R132H inh,USP1-UAF1 inh,D2 ag,Pin1 inh,TRHR agonist,TrxR1 inh,D2 antag,TrxR1 substrate
CCCCn1c(/C=N/Nc2nc3ccccc3[nH]2)nc2ccccc21,4,0%,-27%,0.3,?,0.1,-9%,-4,-11%
O=C(CNC(=O)OCc1ccccc1)NC1CCCCCC1,-2,7%,-22%,1.5,-1%,-0.3,9%[57.1 µM],-19,3%[57.1 µM]
Cc1ccnc(NC(=O)c2oc3ccccc3c2C)c1,-3,19%,-6%,0.3,-4%,1.3,3%,-13,-6%[57.1 µM]
Cc1ccc(C(C)(C)C)c(OCC(=O)NCCc2nc3ccccc3[nH]2)c1,-8,nt,-4%,-1.0,3%,-0.9,11%,nt,-1%
COC(=O)Cc1c(C)c2ccc(OC(=O)c3ccco3)cc2oc1=O,5,-2%,-16%,0.2,1%,0.0,?,18,55%[activator]
CC(C)CNC(=O)c1cccc(NC(=O)Cc2ccc(Cl)cc2)c1,-8,0%,3%,-0.3,-10%,1.1,7%,-1,-3%
COCCCNC(=O)c1ccccc1-c1cc(C)no1,2,-3%,-8%,0.0,-1%,1.3,6%[57.1 µM],17,9%[57.1 µM]
Cc1ccccc1N1CCN(C2CCCN(C(=O)c3ocnc3C)C2)CC1 (stereo not drawn),0,-6%,-1%,2.1,-7%,0.6,-20%,-4,-13%

The results go on.
SMILES,TRHR PAM,IDH1 R132H inh,USP1-UAF1 inh,D2 ag,Pin1 inh,TRHR agonist,TrxR1 inh,D2 antag,TrxR1 substrate
Cc1ccccc1-c1noc(-c2ccccc2C(=O)O)n1,-3,9%,-17%,-0.5,-8%,-0.3,13%,-4,8%
CC(C)Nc1ccc(C(CC(N)=O)NC(=O)Cc2ccc(Cl)cc2)cc1[N+](=O)[O-] (stereo not drawn),-1,6%,-30%,-0.1,33%[activator],0.0,10%,1,0%
CC(=O)Nc1cc2cc(NS(=O)(=O)c3ccc(Cl)cc3)ccc2oc1=O,-7,-6%,-6%,0.1,0%,-0.3,16%,5,-1%
CSc1nc(N)nc(SCC(=O)OC(C)C)c1C#N,-1,12%,-6%,-0.3,-7%,-0.5,4%,12,-3%
O=C(c1ccc(Br)cc1)N(c1ccccn1)C1CCCCC1,-9,3%,-7%,-0.1,1%,-0.2,4%,-2,-2%
O=C(Cn1c(=O)nc(-c2ccccc2)c2ccccc21)NCc1ccc(Cl)cc1,-2,-10%,-13%,-0.9,?,-1.1,4%[57.1 µM],nt,2%[57.1 µM]
CCC(CNc1cc(OC)cc2cccnc12)NC1CCCCC1 (stereo not drawn),5,23%,?,-0.9,?,-1.8,11%,47*,-3%
Cn1c(=O)[nH]c(=O)c2c1nc(N1CCCCCC1)n2CC(=O)c1ccccc1,0,nt,nt,-0.5,nt,0.3,nt,-13,nt

Next section.
SMILES,TRHR PAM,IDH1 R132H inh,USP1-UAF1 inh,D2 ag,Pin1 inh,TRHR agonist,TrxR1 inh,D2 antag,TrxR1 substrate
O=S1(=O)Nc2c(ccc3cccnc23)-c2ccccc21,1,11%,-2%,4.4,-5%&-3%,0.8,10%,-5,-2%
O=C(O)CCn1c(O)c(C=C2N=c3ccccc3=N2)sc1=S,13,6%,-16%,-0.4,-2%,-0.3,-12%,8,-10%
Cc1ccc(S(=O)(=O)Nc2cc(Cl)c(O)cc2C)cc1,1,0%,4%,0.4,3%,-0.4,-19%[57.1 µM],9,-2%[57.1 µM]
Cc1ccc(C(=O)CN2C(=O)NC3(CCc4ccccc43)C2=O)s1 (stereo not drawn),58*,5%,-11%,-0.1,10%,-0.5,-9%,-11,4%
CNC(=O)C1CC(=O)N(CCc2ccccc2)C(=Nc2ccc(OC)cc2)S1 (stereo not drawn),-2,7%,-14%,5.4,-12%,0.7,3%[57.1 µM],-19,4%[57.1 µM]
Cc1ccc(-n2c(SCc3ccccc3F)nc3[nH]ncc3c2=O)cc1Cl,-7,-23%,-18%,1.1,11%,0.1,18%[57.1 µM],nt,-2%[57.1 µM]
CCOc1ccccc1Oc1c(C)oc2c(CN3CCN(CCO)CC3)c(O)ccc2c1=O,7,-4%,1%,0.2,9%,0.7,-18%,6,194%[activator]
O=C(COC(=O)CCC(=O)c1cccs1)NCc1ccc(Cl)cc1,13,13%,-5%,2.7,-7%,0.3,4%,1,0%

(cont.)
SMILES,TRHR PAM,IDH1 R132H inh,USP1-UAF1 inh,D2 ag,Pin1 inh,TRHR agonist,TrxR1 inh,D2 antag,TrxR1 substrate
CN1CCN(S(=O)(=O)c2cccc(C(=O)Nc3cccc(S(N)(=O)=O)c3)c2)CC1,11,-4%,-21%,2.2,-1%,0.4,4%,4,5%
Cc1cc(CCN2CCC(=O)NC2=S)ccc1OC(C)C,-3,2%,-7%,-0.3,-1%,-0.5,13%,-16,3%
CC(C)(C)n1nc2c(c1NC(=O)c1ccc(S(=O)(=O)N3CCCCC3)cc1)CS(=O)C2 (stereo not drawn),-3,1%,-17%,nt,1%,-0.1,8%,-5,4%
CCCNc1[nH]c(=O)n(C)c(=O)c1N=O,2,5%,-3%,0.4,7%,0.2,-81%[0.457 µM],-14,-11%
O=C(Nc1nnc(Cc2ccc(Cl)cc2)s1)c1ccco1,6,1%,-16%,-0.1,13%,-0.8,-5%[2.29 µM],11,8%[57.1 µM]
NS(=O)(=O)c1ccc2c(c1)oc(=O)c1cc(S(N)(=O)=O)ccc12,3,0%,-26%,-0.1,-4%,0.0,2%,3,1%
COC(=O)c1cc(OC)c(OC)cc1NC(=S)N1CCN(c2ccccn2)CC1,-4,-4%,-4%,13,3%,-1.0,15%[57.1 µM],-2,-4%[57.1 µM]
Cc1ccc(NC(=O)C2CCCN2C(=O)NCc2ccccc2)cc1 (stereo not drawn),3,-2%,-7%,1.0,0%,2.3,13%[57.1 µM],-14,6%[57.1 µM]

(more compounds)
SMILES,TRHR PAM,IDH1 R132H inh,USP1-UAF1 inh,D2 ag,Pin1 inh,TRHR agonist,TrxR1 inh,D2 antag,TrxR1 substrate
c1ccc(Nc2ccc3c4c(cccc24)CC3)cc1,-2,3%,?,2.0,?,0.5,16%,2,59%[activator]
CCOC(=O)N1CCN(CC(=O)N2c3ccccc3Sc3ccccc32)CC1,8,3%,-16%,0.6,1%,-0.5,1%[57.1 µM],4,-11%[57.1 µM]
Cc1c(CC(=O)N2CCC(C(N)=O)CC2)c(=O)oc2cc3c(cc12)CCC1(CCCCC1)O3,5,-1%,-14%,-0.5,4%,-0.9,-22%,-14,236%[activator]
COc1ccc2c(c1)c1c(c(=O)n(Cc3ccccc3)c(=O)n1CC(=O)Nc1c(C)cccc1C)n2C,-2,18%,-12%,-0.8,0%,0.2,5%,nt,-2%
CCN(CC)c1ccc2cc(C(N)=O)c(=O)oc2c1,4,1%,?,-4.6,?,-0.5,?,11,11%
CCN1C(=O)/C(=C\c2ccco2)C(C(=O)OC)=C1C,-1,6%,-17%,nt,-4%,-1.5,?,nt,-19%
CC(C)CCNc1cc(=O)n(C)c(=O)n1C,0,3%,-22%,1.0,-2%,0.5,5%[57.1 µM],5,0%
Cn1c2ccccc2c2cc(C(=O)NNS(=O)(=O)c3ccc(F)cc3)sc21,1,5%,-7%,-0.1,19%,-0.7,7%,-27,3%

The listing continues:
SMILES,TRHR PAM,IDH1 R132H inh,USP1-UAF1 inh,D2 ag,Pin1 inh,TRHR agonist,TrxR1 inh,D2 antag,TrxR1 substrate
CCOc1ccccc1NC(=O)CSc1nc2ccccc2c(=O)n1CC1CCCO1 (stereo not drawn),-4,6%,-15%,-0.4,-2%,-0.5,20%[57.1 µM],-11,10%[57.1 µM]
O=C1NC(=O)C(CC(=O)N(Cc2cccs2)C2(C(=O)NC3CCCC3)CCCCC2)N1 (stereo not drawn),-8,3%,-5%,2.1,-10%,0.1,38%,-13,15%
O=C(O)c1ccc(-c2ccc(/C=C3\NC(=O)N(Cc4ccc(Cl)cc4)C3=O)o2)cc1Cl,8,-6%,?,0.8,nt,0.7,?,2,14%[57.1 µM]
Cc1cc(C(F)F)n2nc(C(=O)Nc3sc4c(c3C#N)CCC4)nc2n1,-2,5%,-4%,-0.2,8%,-0.7,-15%,15,-13%
CCN(CC)S(=O)(=O)c1ccc(N2CCCC2)c(NC(=O)c2nn(C)c(=O)c3ccccc23)c1,-5,0%,-26%,0.0,0%,-0.8,1%,4,-8%
COc1cccc(C(C(=O)NC(C)(C)C)N(CC(C)C)C(=O)CCC(=O)Nc2cc(C)on2)c1OC (stereo not drawn),14,-7%,-26%,0.2,4%,-0.4,14%[57.1 µM],-23,4%[57.1 µM]
